# Lipid storage S3: qHTS Assay for Lipid Storage Modulators in Drosophila S3 Cells. hit rate 0.64% among 320,000. lipid storage change, negative = inhibition, % at the top dose, mostly 46.1 µM; hits show Potency in µM. Drosophila S3 cells, BODIPY lipid droplet fluorescence, 18-24 h; cells fed with added oleic acid. AID 2685; active means well fitted inhibition curve with a large enough effect in the signal ratio, with a control signal flat, not every such curve was filed as active; inconclusive means small, poorly fitted or top-dose-only effect, or effect the other way, or a change in a side signal; the % refers to the signal ratio
#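 Drosophila S3 cells loaded with oleic acid (400 uM, as added) and compounds at several concentrations; lipid droplets imaged by 488-nm laser-scanning cytometry, 500–530 nm intensity and object ratio to cell channel. Percent activity normalized to 20 uM Triacsin C.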
# Lipid storage S3 cell count max: second read-out of Lipid storage S3, no call of its own (marks repeat the call); cell number change, %; measured here: cell count max response;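 cells counted by Cell Tracker Red CMTPX staining in the red channel; peak over a dose series mostly up to 46.1 µM; percent activity relative to internal control wells on each plate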
# Active calls of the source: *; i = inactive; ? = inconclusive; nt = no result given; [ ] = remark or other dose. On the % scale 0 is the no-effect control and ±100 the full control effect; potency means the concentration at half of the fitted maximal effect.
Molecule	Lipid storage S3	Lipid storage S3 cell count max
CCc1cc2c(C)ccc(C)c2nc1SCC(=O)Nc1cc(C)on1	?	nt
COc1cc(C2C3C(=O)N(c4ccccc4)C(=O)C3ON2c2ccccc2)cc(OC)c1OC (configuration not stated)	9%	-11
CC(=O)Nc1c(C#N)c(C(C)(C)C)cn1C	?	nt
O=C(CS(=O)(=O)c1ccccc1)Nc1nnc(Cc2ccccc2)s1	-15%	-16
COC(=O)c1cc(-c2ccc(F)cc2)n(-c2ccccc2)n1	12%	-1
O=S(=O)(Nc1ccc(-c2nnc(SCc3ccc(Cl)cc3)o2)cc1)c1ccccc1	3%	8
CC(C)CC(=O)NC(=S)Nc1ccc(S(=O)(=O)N2CCCC2)cc1	?	nt
COCCNC(=S)N(CCc1c(C)[nH]c2ccc(OC)cc12)Cc1cccnc1	11%	9
Cc1cc(NC(=O)c2noc3c2CCCCC3)nn1Cc1ccc(Cl)cc1	?	nt
CCOC(=O)c1sc2nc(NC(=O)C(C)(C)C)sc2c1C	?	nt
CN(C)c1ccc(/C=N/NC(=O)CN2CCCCC2)cc1Br	i	13
CCN1CNC(=S)N(Cc2ccccc2)C1	-2%	nt
CC(NC(=O)c1ccccc1)c1nc2ccccc2n1Cc1ccc(C#N)cc1 (configuration not stated)	?	nt
CCOc1ccc(Oc2nc(NCC(C)C)nc(OC)n2)nn1	-5%	27
O=C(CCc1nnc(C2CCCCC2)o1)NCc1cccc(-n2cccn2)c1	-16%	6

# Next section
Molecule	Lipid storage S3	Lipid storage S3 cell count max
COc1ccc(OC)c(NC(=O)C(CC(=O)O)NCc2ccco2)c1 (configuration not stated)	-8%	-1
CCNc1ccc(S(=O)(=O)N(C)C)cc1NCC(=O)Nc1ccccc1Br	?	nt
O=c1[nH]c(/C=C/c2cccc3ccccc23)nc2ccccc12	-10%	1
Cc1cc(COC(=O)C2N3C(=O)[C@@H](NC(=O)COc4ccccc4)[C@H]3SC2(C)C)on1 (some centres not stated)	?	nt
O=C(COC(=O)c1ccccc1NC(=O)c1ccco1)NCC1CCCCC1	?	nt
Cc1ccc(C(=O)Nc2nc3n(n2)C(c2ccccc2)CC(=O)N3)cc1 (configuration not stated)	-15%	-8
Cc1cc(Cl)c(OCCOCCN2CCN(C)CC2)c(Br)c1	i	25
COC(=O)C(Cc1c[nH]c2ccccc12)NC(=O)C1CC1 (configuration not stated)	?	nt
Cc1ccc(Cn2c(N3CCN(CCO)CC3)nc3c2c(=O)n(C)c(=O)n3C)cc1	20%	-13
Cc1ccc2[nH]c3c(=O)n(CCN4CCNCC4)cnc3c2c1	?	nt
COC(=O)c1cc(C(=O)NCC2CCCCC2)cc([N+](=O)[O-])c1	?	nt
O=C(NCCCN1CCN(c2ccccc2F)CC1)C1CCC(=O)N1C1CCCCC1 (configuration not stated)	9%	-4
O=C(O)c1cccc(NC(=O)c2ccc(Cl)c(S(=O)(=O)N3CCCCCC3)c2)c1	-15%	nt
CC1CC(CCN)(c2ccccc2)C(C)CN1C (configuration not stated)	17%	19
CCC(=O)Nc1ccc(S(=O)(=O)NCC2CCCO2)cc1 (configuration not stated)	?	nt

# (further entries)
Molecule	Lipid storage S3	Lipid storage S3 cell count max
O=C(CCCO)CCCCCCCCC[C@H]1N[C@H](CO)[C@@H](O)[C@@H]1O	?	nt
N#Cc1ccc(C23CC4(C2)[C@H](CN(Cc2ccc(C(F)(F)F)cc2)[C@@H]4c2ccccc2)C3c2ccccc2)cc1 (some centres not stated)	1%	-12
Cc1cccc(NC(=O)c2cccc(S(=O)(=O)Nc3ccccc3C(=O)O)c2)c1	11%	4
Cc1cc2occ(CC(=O)N(C)CC(=O)Nc3c(C)cccc3C)c2cc1C	-25%	-10
Cc1cc(NC(=O)Cn2cnc3c2c(=O)n(C)c(=O)n3C)n(-c2ccccc2)n1	i	nt
CCCn1c(SCC(=O)Nc2cccc(S(=O)(=O)NC3=NCCCCC3)c2)nc2ccccc2c1=O	?	nt
Cc1nc(C(=O)NNC(=O)c2ccc(Cl)cc2)cs1	-16%	-17
NC(=S)N(c1ccccc1)c1ccccc1	1%	1
O=C(COC(=O)c1cccnc1Cl)Nc1ccc2c(c1)OCO2	?	nt
Cc1c(C(=O)NC(c2ccccn2)C(F)(F)F)oc2c(F)cccc12 (configuration not stated)	?	nt
COc1cccc2cc(C(=O)C3=C(O)C(=O)N(Cc4ccco4)C3c3cccnc3)oc12 (configuration not stated)	?	nt
CC(C)Oc1cccc(C(=O)C2CCCN(S(=O)(=O)C(C)C)C2)c1 (configuration not stated)	5%	1
COC(=O)c1cc2sccc2n1CC(=O)Nc1cc(OC)cc(OC)c1	?	nt
CCOc1ccc(S(=O)(=O)N(C)CC(=O)NCc2ccco2)cc1	i	6
CCCCNC(=O)c1cc2c(=O)n3cccc(C)c3nc2n(Cc2ccccc2)c1=N	20%	-1

# New compounds follow
Molecule	Lipid storage S3	Lipid storage S3 cell count max
CCOC(=O)Cc1nnc(NC(=O)COc2ccc(F)cc2)s1	?	nt
CCOC(=O)NCCc1c(C)nc2c(c(C)nn2C(C)(C)C)c1C	-22%	-16
O=C(CCn1c(=S)[nH]c2cc3c(cc2c1=O)OCO3)NCc1ccccc1Cl	?	nt
COc1ccccc1N1CCN(C2=CC(=O)CCC2)CC1	10%	5
CN(C)S(=O)(=O)c1cccc(NC(=O)CN2C(=O)NC(CCc3ccccc3)C2=O)c1 (configuration not stated)	i	nt
N/C(=N\N=C\c1cccs1)SC1CC(=O)N(c2cccc([N+](=O)[O-])c2)C1=O (configuration not stated)	16%	9
Cc1ccc(S(=O)(=O)C(C#N)c2nc3ccccc3nc2OCCO)cc1 (configuration not stated)	?	nt
CC(=O)c1cccc(NS(=O)(=O)c2ccc(-c3cnc(C4CC4)o3)cc2)c1	?	nt
Cc1ccc(C)n1CCN1CCN(C(=O)c2ccc(Cl)cc2)CC1	?	nt
CCOc1ccccc1NS(=O)(=O)c1ccc(OC)c(OC)c1	3%	-6
Cc1ccc(C)n1-c1ccc(C(=O)NCc2ccncc2)cc1	?	nt
COc1cc(NC(=O)COC(=O)c2nc3nc(C)cc(C)n3n2)cc(OC)c1	?	nt
Cc1ccc(-n2c(-c3ccncc3)n[nH]c2=S)cc1C	22%[9.22 µM]	-16
Cc1ccc2ncccc2c1N	-2%	nt
FC(F)(F)c1ccccc1NC(=S)N1CCCCCC1	?	nt

# Rewritten with values under each structure: part of the list above.
# Fields: Lipid storage S3, Lipid storage S3 cell count max
CCCCNC(=O)c1cc2c(=O)n3cccc(C)c3nc2n(Cc2ccccc2)c1=N
    20%, -1
CCOC(=O)Cc1nnc(NC(=O)COc2ccc(F)cc2)s1
    ?, nt
CCOC(=O)NCCc1c(C)nc2c(c(C)nn2C(C)(C)C)c1C
    -22%, -16
O=C(CCn1c(=S)[nH]c2cc3c(cc2c1=O)OCO3)NCc1ccccc1Cl
    ?, nt
COc1ccccc1N1CCN(C2=CC(=O)CCC2)CC1
    10%, 5
CN(C)S(=O)(=O)c1cccc(NC(=O)CN2C(=O)NC(CCc3ccccc3)C2=O)c1 (configuration not stated)
    i, nt
N/C(=N\N=C\c1cccs1)SC1CC(=O)N(c2cccc([N+](=O)[O-])c2)C1=O (configuration not stated)
    16%, 9
Cc1ccc(S(=O)(=O)C(C#N)c2nc3ccccc3nc2OCCO)cc1 (configuration not stated)
    ?, nt
CC(=O)c1cccc(NS(=O)(=O)c2ccc(-c3cnc(C4CC4)o3)cc2)c1
    ?, nt
Cc1ccc(C)n1CCN1CCN(C(=O)c2ccc(Cl)cc2)CC1
    ?, nt
CCOc1ccccc1NS(=O)(=O)c1ccc(OC)c(OC)c1
    3%, -6
Cc1ccc(C)n1-c1ccc(C(=O)NCc2ccncc2)cc1
    ?, nt
COc1cc(NC(=O)COC(=O)c2nc3nc(C)cc(C)n3n2)cc(OC)c1
    ?, nt

# Going on with the list.
Molecule	Lipid storage S3	Lipid storage S3 cell count max
CCNC(=O)c1ccc(-n2nc(C(F)(F)F)c3c2CCCC3)cc1	-5%	-10
O=C(NCC1CCCO1)C(=O)NCC(c1ccco1)N1CCN(c2ccc(F)cc2)CC1 (configuration not stated)	12%	2
CCOCCCNC(=O)C1CCC(=O)N1CCc1ccccc1 (configuration not stated)	i	21
COc1ccc(C/C(C)=N/NC(=S)Nc2ccc(C(C)C)cc2)cc1	16%	-21
O=C(c1cc2c(=O)n3ccccc3nc2s1)N1CCN(Cc2ccc3c(c2)OCO3)CC1	i	nt
CCC1CCCCN1C(=O)COc1cccc2c1CCN(C)C2=O (configuration not stated)	5%	7
Cc1ccc(S(=O)(=O)NCC(=O)OCC(=O)Nc2cccc(S(=O)(=O)NC3=NCCCCC3)c2)cc1C	?	nt
COc1cc(C(=O)NCC(C)C)c([N+](=O)[O-])cc1OC	-37%	nt
COc1ccc(-c2nnc(SCC(=O)Nc3cc(S(=O)(=O)N4CCCCC4)ccc3Cl)n2N)cc1	21%	nt
c1ccc(C2C3=C(CCCC3)Nc3ncnn32)cc1 (configuration not stated)	7%	2
Clc1ccc(-c2nnc3cccc(Cl)n23)c(Cl)c1	11%	-14
Cc1cccnc1NC(=O)CCc1nnc2ccc(NCc3ccco3)nn12	-3%	nt
O=C(COC(=O)c1ccc(F)cc1)Nc1ccccc1N1CCOCC1	0%	19
Cc1ccc(-c2csc(N(CCCN(C)C)C(=O)c3ccco3)n2)cc1	5%	3
CN(CC1CCOCC1)C(=O)CC1C(=O)NCCN1CC(c1ccccc1)c1ccccc1 (configuration not stated)	?	nt

# Additional compounds follow:
Molecule	Lipid storage S3	Lipid storage S3 cell count max
O=C(O)CCCN1C(=O)/C(=C/c2ccc(-c3nc4ccccc4s3)o2)SC1=S	?	nt
CCN1C(=NCC(C)C)N[C@@H](c2cccc(C(F)(F)F)c2)C(C(=O)OC)=C1C	?	5
CCOC(=O)CSC1=C(C#N)C(c2ccco2)C(C(=O)Nc2cccc(C(F)(F)F)c2)=C(C)N1 (configuration not stated)	?	nt
CC(=O)Nc1ccc(N(C(=O)c2ccccn2)C(C(=O)NC2CCCCC2)c2ccc(F)cc2)cc1 (configuration not stated)	-30%	14
COc1ccc(CC(=O)OCC(=O)NC(=O)NC23CC4CC(CC(C4)C2)C3)cc1	?	nt
CCc1ccc(NC(=O)CNC(=O)[C@@H]2Cc3ccccc3CN2)cc1	?	nt
COc1cc(NC(=O)c2cccc(C)c2)c(Cl)cc1[N+](=O)[O-]	?	nt
COc1ccc(C(=O)Nc2cc(C)c(NC(=O)c3ccccn3)cn2)cc1	i	27
CCOCCCNC(=O)c1cn(C)c(=O)c2cc(OC)c(OC)cc12	?	nt
N/C(=N\NC(=O)c1ccc(Cl)cc1)c1cnccn1	6%	5
COc1cc(C)c(CNc2ccc(OC)c(OC)c2)cc1C	?	nt
Cc1ccc(S(=O)(=O)N2CCCN(C(=O)CNC(=O)c3ccccc3)CC2)cc1	?	nt
N#Cc1nc(Cc2ccccc2)oc1N1CCN(c2cccc(Cl)c2)CC1	?	nt
O=C1CN(C(=O)/C=C/c2ccc(Br)cc2)CCN1	9%	29
CCN(CC(=O)Nc1cc(Cl)ccc1C)C(=O)C1COc2ccccc2O1 (configuration not stated)	?	nt

# Carrying on:
Molecule	Lipid storage S3	Lipid storage S3 cell count max
O=C(Nc1nccs1)c1nc(-c2ccccc2)n(-c2ccccc2)n1	?	nt
O=C(Nc1nnc(-c2ccccc2)o1)Nc1ccc(F)cc1F	24%	nt
Cc1ccc2cc(CCNC(=O)c3ccco3)c(=O)[nH]c2c1C	5%	-5
NC(=O)[C@@H]1CCCN1Cc1nc(Cc2cccc(C(F)(F)F)c2)no1	?	nt
Cn1nc(-c2ccccc2)c(C(O)c2ccc(Cl)cc2)c1Cl (configuration not stated)	i	nt
COc1cccc(NC(=O)CN(C2=NC3CS(=O)(=O)CC3S2)c2cccc(C)c2)c1 (configuration not stated)	13%	-7
Cc1no[n+]([O-])c1COc1ccc(/C=C2\NC(=S)NC2=O)cc1	-1%	5
N#Cc1ccc(C(CC(=O)O)N2Cc3ccccc3C2=O)cc1 (configuration not stated)	2%	6
COc1ccc(N(CC(=O)N2CCN(c3ccccc3F)CC2)S(=O)(=O)c2ccc(C)cc2)cc1	28%	3
O=C(O)c1ccc(NC2=C(n3nnc4ccccc43)C(=O)c3ccccc3C2=O)cc1	?	nt
Cc1cc(C)cc(NC(=O)COC(=O)c2cc(C)oc2C)c1	20%	9
CCN(Cc1ccccc1)CC(O)COc1ccccc1 (configuration not stated)	?	nt
CCCc1[nH]n(-c2ccc([N+](=O)[O-])cc2)c(=O)c1C=NCCCn1ccnc1	9%	-16
COc1ccc(NC(=O)CNC(=O)c2nn(-c3ccc(OC)c(Cl)c3)c(=O)c3ccccc23)c(OC)c1	?	nt
CC1CCCC(C)N1C(=O)COC(=O)c1cc(S(=O)(=O)N2CCOCC2)ccc1Cl (configuration not stated)	-6%	nt

# New compounds follow
Molecule	Lipid storage S3	Lipid storage S3 cell count max
CCn1cc(C(=O)NCc2ccco2)c(=O)c2cc(S(=O)(=O)N3CCCC3)ccc21	0%	-3
CCc1nc(SCC(=O)N2CCCC2)c2c(=O)n(C)c(=O)n(C)c2n1	?	nt
COc1ccc(CCN=C(N)NS(=O)(=O)c2cccs2)cc1OC	?	nt
O=C(Nc1cccnc1)c1ccc(Cl)c(S(=O)(=O)N2CCCCC2)c1	?	nt
CCOc1ccc(Br)cc1S(=O)(=O)NCCN(C)C	?	nt

# High-throughput results from PubChem.

# These rows are one share of the data (hit frequency here may not be typical).
